PhoP inhibition: inhibitors of PhoP regulon expression, primary screen, Salmonella Typhimurium, GFP reporter (AID 1863). S. Typhimurium PhoP-regulated promoter GFP reporter, 4 h; higher % means a stronger effect. inhibition, % at 50 µM; hits with a dose series show IC50 in µM. 0.16% of 300,000 active;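 active means inhibition over 29.93%, a cutoff 3 SD above the screen mean, later confirmed by dose response; inconclusive means inhibition over 29.93% but no dose response follow-up; inactive means inhibition at most 29.93% or unconfirmed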;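 further: 0% = low Mg2+ inducing control and 100% = high Mg2+ repressing control; strong numbers were not always called active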
RSV CPE inhibition: RSV antiviral activity via CPE protection, HEp-2 cells, primary 10 µM value included (AID 2391); 0.13% of 310,000 active; HEp-2 cells, RSV-induced CPE inhibition; higher % means a stronger effect; one-dose CPE inhibition, % at 10 µM; IC50 in µM for titrated hits; in the data active means a potency from the dose series; inconclusive means CPE inhibition mostly from about 23% at the one dose, without a potency; inactive means the rest, 99 in 100 with CPE inhibition below about 21%; further: strong numbers were not always called active
Myeloid diff 2: induction of myeloid progenitor differentiation, primary screen, cell-based, flow cytometry, MLPCN library. calls only at 10 µM. 1% of 360,000 active. ER-HoxA9 myeloid progenitors, lysozyme-GFP differentiation. AID 624256, 2012;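 active means normalized GFP-positive differentiation at or above the plate's own cutoff, the solvent-only control mean plus 3 SD; inconclusive means no clear call, values can overlap the other calls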;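 further: cells exposed to compound for four days before flow analysis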
SIAH1 antagonists: Siah-1 peptide-binding antagonists, primary screen, biochemical, fluorescence polarization, rhodamine-plectin, uHTS (AID 1817); Siah-1 / rhodamine-plectin peptide fluorescence polarization; higher % means a stronger effect; displacement, % at 20 µM, or IC50 in µM where a hit was titrated; 0.02% of 290,000 active;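 active means displacement of at least 50% at 20 µM, with a fluorescence ratio check between 0.3 and a set limit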;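 further: plate controls were Siah plus tracer with DMSO for no effect and tracer alone without Siah for full effect; strong numbers were not always called active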
Myeloid diff 2 GFP+ MAC1+ %: recorded beside Myeloid diff 2, whose call it bears; GFP+ MAC1+ double positive, %; measured here: differentiation confirmed by MAC1 staining
* hit, by the source's call; i = inactive; ? = inconclusive; . = no result given; + = active, no number; & = joins results of further samples. The list is partial. The share of hits here may be higher or lower than overall.

SMILES | PhoP inhibition | RSV CPE inhibition | Myeloid diff 2 | Myeloid diff 2 GFP+ MAC1+ % | SIAH1 antagonists
BrCC(Br)C1CCC(Br)C(Br)C1 (configuration not stated) | . | -0.7% | i | 2.5 | .
COC(=O)C1=C(c2cccc(C#N)c2)C[C@@H]2CC[C@H]1N2C(=O)N1CCOCC1 | . | -1.4% | i | 1.6 | .
CCN(C(=O)COC(=O)Cc1ccccc1)c1c(N)n(Cc2ccccc2)c(=O)[nH]c1=O | . | 1.2% | i | 0.3 | .
COC(=O)C1=C(c2ccc(F)cc2F)C[C@@H]2CC[C@H]1N2C(=O)NCCO | . | 1.8% | i | 0.4 | .
COC(=O)C1=C(c2ccc(C(C)=O)cc2)C[C@@H]2CC[C@H]1N2C(=O)NCCNC(C)=O | . | 0.9% | i | 1.2 | .
COC(=O)C1=C(c2ccc(F)cc2F)C[C@@H]2CC[C@H]1N2C(=O)NCCOc1ccc(OC)cc1 | . | 0.7% | i | 4.1 | .
CN(C)C1(CNC(=O)c2ccc(NS(=O)(=O)c3ccc(Cl)c(Cl)c3)cc2)CCCCC1 | . | -0.2% | i | 0.3 | .
COC(=O)C1=C(c2ccc(OC(F)(F)F)cc2)C[C@@H]2CC[C@H]1N2C(=O)NC1Cc2ccccc2C1 | . | 1.9% | i | 2.2 | .
COC(=O)C1=C(c2ccc(OC)c(OC)c2)C[C@@H]2CC[C@H]1N2C(=O)NCC1CC1 | . | 0.5% | i | 0.8 | .
COC(=O)C1=C(c2ccccc2OCc2ccccc2)C[C@@H]2CC[C@H]1N2C(=O)NCc1ccc([N+](=O)[O-])cc1 | . | 40.1% | i | 5.3 | .
N#CC1=C(N)Oc2c(c(=O)oc3ccccc23)C1c1ccc(OC(=O)N2CCOCC2)cc1 (configuration not stated) | . | 1.3% | i | 0.4 | .
COc1cc(-c2ccc(N)c(OC)c2)ccc1N | . | -0.2% | i | 1.1 | .
COC(=O)C1=C(c2ccccc2OCc2ccccc2)C[C@@H]2CC[C@H]1N2C(=O)NCc1ccc(OC)cc1 | . | 0.8% | i | 2.0 | .
COC(=O)C1=C(c2ccc(OC)c(OC)c2)C[C@@H]2CC[C@H]1N2C(=O)NC1CCCCC1 | . | -0.4% | i | 0.4 | .
O=C(CCC(=O)N1C[C@H]2C[C@@H](C1)c1cccc(=O)n1C2)NCc1ccccc1C(F)(F)F | . | 0.8% | i | 2.7 | .
COC(=O)C1=C(c2cccc(OC)c2OC)C[C@@H]2CC[C@H]1N2C(=O)N1CCC(O)CC1 | . | -0.2% | i | 1.3 | .
COC(=O)C1=C(c2ccc(F)cc2OCc2ccccc2)C[C@@H]2CC[C@H]1N2C(=O)NCc1ccc(Cl)cc1 | . | 1.7% | i | 2.1 | .
CCc1nc2ccc(Br)cc2c(=O)n1-c1ccccc1C(F)(F)F | . | 6.2% | i | 0.5 | .
Cc1ccc2c(c1N)C(=O)c1ccccc1C2=O | . | 18.4% | i | 1.9 | .
COC(=O)C1=C(c2ccc(OC(F)(F)F)cc2)C[C@@H]2CC[C@H]1N2C(=O)NCCNC(C)=O | . | -0.6% | i | 1.2 | .
COC(=O)C1=C(c2ccc(C(C)=O)cc2)C[C@@H]2CC[C@H]1N2C | . | 0.1% | i | 0.7 | .
CC(C(=O)c1c[nH]c2ccccc12)N1CCN(C(=O)c2ccco2)CC1 (configuration not stated) | 2.1% | . | i | 0.5 | 5.3%
O=c1[nH]c(=O)n(CCc2ccc(F)cc2)c(O)c1/C=N/N1CCCCC1 | -12.5% | . | i | 0.3 | 47.2%
CCC(=NCc1cccnc1)c1c(O)n(-c2ccccc2C)c(=O)[nH]c1=O | 3.2% | . | i | 0.5 | 3.7%
O=C(N/N=C/c1c(O)n(CCc2ccccc2)c(=O)[nH]c1=O)c1ccccc1 | -8.2% | . | i | 1.0 | -10.4%
CCOP(=O)(Cc1ccc(C(=O)CC)o1)OCC | -7.8% | . | i | 0.5 | -5.1%
CN1C(=O)C(=Cc2coc3ccccc3c2=O)C(=O)N(C)C1=O | -1.9% | . | i | 0.5 | -2.1%
Cc1ccc2c(c1)N(C(=O)CCC(=O)N1CCC3(CC1)OCCO3)CC(C)O2 (configuration not stated) | 1.6% | . | i | 3.0 | 3.0%
CC/C(=N\Nc1ccccc1)c1c(O)[nH]c(=O)[nH]c1=O | -10.8% | . | i | 0.2 | 1.4%
CCC(C)C(=O)N[C@@H](c1ccccc1)[C@@H](O)C(=O)O[C@H]1C[C@@]2(O)[C@@H](OC(=O)c3ccccc3)C3[C@](C)(C(=O)[C@H](OC(C)=O)C(=C1C)C2(C)C)[C@@H](O)C[C@H]1OC[C@@]31OC(C)=O (some centres not stated) | . | -1.3% | ? | . | -0.4%
O=C(Nc1cccc(Cl)c1)N1C[C@H]2C[C@@H](C1)c1cccc(=O)n1C2 | . | 1.0% | i | 2.5 | -0.6%
Cc1c(Oc2cc(NN3CCCCC3)c([N+](=O)[O-])cc2[N+](=O)[O-])cccc1[N+](=O)[O-] | . | 2.2% | i | 1.1 | -2.2%
CC(=O)O[C@@]12CO[C@@H]1C[C@H](O)[C@@]1(C)C(=O)[C@H](O)C3=C(C)[C@@H](O)C[C@@](O)([C@@H](OC(=O)c4ccccc4)C12)C3(C)C (some centres not stated) | . | 2.0% | i | 2.3 | 4.6%
Cc1[nH]c2ccc(OC(F)(F)F)cc2c1CCNCc1cccc([N+](=O)[O-])c1 | . | 1.7% | i | 0.3 | 1.2%
CN1CC(C(=O)c2cccc(C(F)(F)F)c2)C(c2ccc(Cl)cc2)C1 (configuration not stated) | . | -0.9% | i | 0.5 | -2.6%
CC(Cc1ccccc1)NC=O (configuration not stated) | . | 1.2% | i | 3.0 | 0.1%
COc1ccc(OC)c(-n2c(O)c(/C=C3\C=Nc4ccccc43)c(=O)[nH]c2=O)c1 | . | 0.4% | i | 0.5 | -3.0%
COc1cc(/C=C/c2nc3ccccc3c(=O)n2-c2cccc(O)c2)ccc1O | . | 1.0% | + | 0.8* | -5.7%
O=C1CN=C(c2cccc(Br)c2)c2cc(Br)ccc2N1 | . | -0.5% | i | 0.5 | 1.6%
Cc1cc(=O)oc2cc(OCC(=O)N3C[C@H]4C[C@@H](C3)c3cccc(=O)n3C4)c(Cl)cc12 | . | -0.3% | i | 2.5 | 2.7%
COC(=O)C1=C(c2cc3ccccc3s2)C[C@@H]2CC[C@H]1N2C(=O)NCc1ccccc1 | -4.9% | 15.1% | i | 3.2 | .
O=C(COC(=O)Cc1ccccc1)Nc1cc(S(=O)(=O)N2CCCCC2)ccc1Cl | -4.7% | -0.5% | i | 0.9 | .
C[N+](C)(C)CC#CCOC(=O)Nc1cccc(Cl)c1 | -6.1% | -0.9% | i | 2.1 | .
COC(=O)C1=C(c2ccc(S(C)(=O)=O)cc2)C[C@@H]2CC[C@H]1N2C(=O)N1CCC(C)CC1 | 5.8% | -1.1% | i | 2.1 | .
C#CCN[C@H](C)Cc1ccccc1 | -3.5% | 0.8% | i | 2.0 | .
Cc1ccc(S(=O)(=O)N[C@@H](CCCCN)C(=O)CCl)cc1 | -3.8% | -1.0% | i | 1.5 | .
C[C@@]12N[C@@H](Cc3ccccc31)c1ccccc12 | -0.4% | 1.1% | i | 2.1&1.5 | .
COc1ccc2c(c1OC)C(=O)O[C@@H]2[C@H]1c2cc3c(cc2CCN1C)OCO3 | -1.0% | -0.2% | i | 2.7 | .
COC1=C[C@@H]2C3=C([C@@H]2C1=O)[C@@H](NC(C)=O)CCc1cc(OC)c(OC)c(OC)c13 | -5.7% | -0.6% | i | 2.1 | .
O=C1N[C@H](Cc2ccccc2)C(=O)N2[C@@H]3[C@H](C[C@@H]12)c1ccccc1N3OOSc1ccccc1 | -9.3% | 7.8% | i | 3.6 | .
COC(=O)C1=C(c2cc3ccccc3s2)C[C@@H]2CC[C@H]1N2C(=O)NC1CC1 | 7.2% | -0.1% | i | 3.5 | .
CCC1(CC)C(=O)C=CNC1=O | -0.9% | 1.3% | i | 2.3 | .
CC1OC(C[N+](C)(C)C)CC1O (configuration not stated) | -4.0% | 0.0% | i | 1.7 | .
Cc1c(C(=O)c2cccc3ccccc23)c2cccc3c2n1[C@H](CN1CCOCC1)CO3 | -2.3% | -2.0% | i | 1.6 | .
CCOC(=O)c1ccccc1C(=O)OCC | -3.6% | 1.9% | i | 1.8 | .
CC[C@H]1CN2CCC1C[C@H]2[C@H](O)c1ccnc2ccc(OC)cc12 (some centres not stated) | 2.9% | 4.1% | i | 1.4 | .
O=C(Nc1ccccc1)c1c(O)[nH]c(=S)[nH]c1=O | 11.0% | -3.2% | i | 1.5 | .
CC(=O)OCC(=O)[C@H]1CC[C@H]2[C@@H]3CC[C@H]4C[C@H](O)CC[C@]4(C)[C@H]3C(=O)C[C@]12C | -1.5% | 0.6% | i | 3.7 | .
CCCN(CCC)C(=O)Cc1c(-c2ccc(Cl)cc2)nc2c(Cl)cc(Cl)cn12 | -9.6% | 0.3% | i | 3.8 | .
Cc1ncc(CNC(=O)N(CCCl)N=O)c(N)n1 | -7.7% | -1.2% | i | 1.9 | .

Further records follow.
SMILES | PhoP inhibition | RSV CPE inhibition | Myeloid diff 2 | Myeloid diff 2 GFP+ MAC1+ % | SIAH1 antagonists
COC(=O)C1=C(c2ccccc2)C[C@@H]2CC[C@H]1N2C(=O)NCCS(C)=O (some centres not stated) | 3.5% | 0.6% | i | 1.6 | .
Cc1[nH]c2ccc(O)cc2c1CCN | -8.8% | 0.8% | i | 1.8 | .
CCOC(=O)CCCCCNC(=O)c1c(O)[nH]c(=O)[nH]c1=O | -5.1% | 3.4% | i | 2.2 | .
CCCN1CCc2cccc3c2[C@H]1Cc1ccc(O)c(O)c1-3 | 5.9% | 1.7% | i | 3.5 | .
C[N+](C)(C)CC#CCN1CCCC1=O | -7.9% | 0.1% | i | 1.2 | .
NCCc1c[nH]c2ccc(O)cc12 | 1.4% | 0.7% | i | 0.9 | .
